TDP1 block = TDP1 (human) enzyme inhibition; recombinant TDP1, AlphaScreen DNA substrate cleavage; Potency, µM (titrated, usually from 130 µM), without a hit: top-dose activity change, negative = inhibition, hits mostly inhibitors; Q9NUW8; hit rate 0.28% among 350,000; note: nearly all actives have a fitted effect of over 40% in size
Target sequence (Q9NUW8 whole entry, looked up): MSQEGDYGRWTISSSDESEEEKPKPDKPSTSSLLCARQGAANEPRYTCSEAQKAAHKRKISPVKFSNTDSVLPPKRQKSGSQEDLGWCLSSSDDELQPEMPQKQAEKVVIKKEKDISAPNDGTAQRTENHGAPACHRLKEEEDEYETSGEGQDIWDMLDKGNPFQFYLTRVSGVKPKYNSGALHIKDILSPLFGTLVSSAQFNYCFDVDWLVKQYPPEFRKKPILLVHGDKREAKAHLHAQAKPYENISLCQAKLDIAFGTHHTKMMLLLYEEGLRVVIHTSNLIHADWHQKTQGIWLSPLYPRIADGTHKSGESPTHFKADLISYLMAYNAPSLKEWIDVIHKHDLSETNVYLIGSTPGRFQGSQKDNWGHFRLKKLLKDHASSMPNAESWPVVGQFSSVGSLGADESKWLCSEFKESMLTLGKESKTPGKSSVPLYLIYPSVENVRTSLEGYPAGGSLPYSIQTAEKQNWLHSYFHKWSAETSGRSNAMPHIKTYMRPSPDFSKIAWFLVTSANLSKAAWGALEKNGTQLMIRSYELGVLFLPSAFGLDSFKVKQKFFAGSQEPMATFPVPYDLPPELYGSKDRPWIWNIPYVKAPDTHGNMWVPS
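Recombinant E. coli-expressed Tdp1 (1 nM) preincubated with compound 15 min at RT, then 5'-biotin/3'-phosphotyrosine-FITC DNA substrate (15 nM) added for 5 min. AlphaScreen beads (10 ug/ml) added, 10 min RT; tyrosine-FITC cleavage read as signal loss.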
DT40 TDP1 CPT = growth inhibition of DT40 Tdp1-/-;hTDP1 cells with camptothecin (screen for TDP1 inhibitors); chicken DT40 Tdp1-/-;hTDP1 cells + 20 nM CPT, ATP luminescence, 48 h; Potency, µM (series often up to 46.2 µM), for inactives: at the highest dose activity change, negative = growth inhibition, hits mostly inhibitors; hit rate 12% among 420,000; note: nearly all actives have a fitted effect of over 55% in size
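Chicken DT40 Tdp1-/- cells stably complemented with human TDP1 were seeded at 400 cells/well in medium containing 20 nM camptothecin, exposed to pin-transferred compounds, and grown at 37 °C for at least 48 hr. Viability was read as ATP luminescence.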
TDP1 cell noCPT = qHTS for Inhibitors of human tyrosyl-DNA phosphodiesterase 1 (TDP1): qHTS in cells in absence of CPT; hit rate 15% among 420,000; DT40 Tdp1-/- hTDP1 cells, no CPT, ATP luminescence, 48 h; Potency, µM (highest dose often 46.2 µM), without a hit: top-dose activity change, negative = growth inhibition, actives largely listed as inhibitors; AID 686978, 2013; note: nearly all actives have a fitted effect of over 55% in size
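Chicken DT40 Tdp1-/- cells stably complemented with human TDP1 were seeded at 400 cells/well with DMSO in place of 20 nM camptothecin. After compound pinning, cells grew at least 48 hr at 37 °C; viability read by CellTiter-Glo luminescence.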
Active calls of the source: *; ? = inconclusive; / = not tested or not shown; [ ] = dose if it differs, or a comment. Calls come from the whole dose curve; as a rule, active = well fitted curve in the direction sought with a large enough effect; inconclusive = small, poorly fitted or top-dose-only effect, or another doubt; inactive = no such curve, though single readings can be large; an effect the other way counts as inactive or inconclusive. % is set by controls: 0 for no effect and ±100 for the full control effect; potency is the fitted concentration of half-maximal effect. This is a random part of the collection, and some 18% of all compounds hit somewhere here.

SMILES	TDP1 block	DT40 TDP1 CPT	TDP1 cell noCPT
COc1ccccc1/C=C/C(=O)OCC(=O)N1CCN(S(=O)(=O)c2ccc(C)cc2C)CC1	5%	?	?
CCNC(=O)NC(=O)CSc1ccc(S(=O)(=O)N(C)C2CCCCC2)cn1	1%	?	-10%
Cc1nnc(N2CCN(c3ccccc3F)CC2)c2c1nnn2Cc1ccccc1	5%	?	16µM*
Cc1nc(-c2ccccc2)sc1C1(C)CC(c2cccc([N+](=O)[O-])c2)=NO1 (configuration not stated)	6%	-2%	1%
Cc1c(CC(=O)Nc2ccc(Cl)cc2)sc2ccc(Cl)cc12	/	?	?
Clc1ccc(OCc2nc(-c3ccc(Br)o3)no2)cc1	/	3%	-15%
CC1(C)CC(=O)C/C(=N/NC(=O)CCCOc2ccc(Cl)cc2Cl)C1	3%	-27%	?
Cc1cc(C)c(NS(=O)(=O)c2cc(-c3onc(C)c3C)ccc2C)c(C)c1	0%	13µM*	8.2µM*
COc1cc(Br)cc(/C=N/c2ncn[nH]2)c1O	2%	-2%	14%
O=C(O)c1ccccc1Cc1nc2cc(Cl)ccc2c(=O)[nH]1	4%	-4%	-19%
Cn1cc(C(=O)N/N=C/C(Br)=C\c2ccccc2)ccc1=O	2%	2.3µM*	2.9µM*
CCc1cccc2c(C(=O)COC(=O)c3nccnc3N)c[nH]c12	/	-11%	?
c1ccc(CN2CCC(Nc3nc(-c4ccccc4)nc4ccccc34)CC2)cc1	-2%	11%	?
Cc1cc(C(=O)N/N=C/c2ccc(-c3cccc(Br)c3)o2)n[nH]1	11%	?	?
COCCNc1nc(-c2ccc(OC)cc2)c(-c2ccc(OC)cc2)s1	11%	-25%	?
CC(=O)c1ccccc1C(=O)N1CCCC(N2CCN(Cc3ccc4c(c3)OCO4)CC2)C1 (configuration not stated)	2%	-7%	-20%
O=C(NNc1cccc(Cl)n1)Nc1cccc(Cl)c1	-3%	?	?
Cc1ccc(NC(=O)Nc2ccno2)cc1	1%	?	16µM*
COc1ccc(-c2cc(C(F)(F)F)n3ncc(C(=O)NCC4CCCO4)c3n2)cc1 (configuration not stated)	1%	?	?
CC1CCCCC1NC(=O)C1CCCN(S(=O)(=O)c2ccc(-n3cnnn3)cc2)C1 (configuration not stated)	11%	2%	-20%
Cc1ccc(-c2csc(C(C)(O)c3ccc(F)c(F)c3)n2)cc1C (configuration not stated)	/	?	-26%
COc1cc2cc(CN(Cc3nnnn3Cc3ccccc3)CC3CCCO3)c(=O)[nH]c2cc1OC (configuration not stated)	6%	?	?
CCc1c(C)nc(N2CCN(c3ccccc3)CC2)[nH]c1=O	1%	-14%	?
Cc1ccc(C)c(OCCC(=O)N2CCN(S(=O)(=O)c3ccc([N+](=O)[O-])cc3)CC2)c1	3%	?	?
CCCC(c1nnnn1Cc1cccs1)N1CCN(c2ccc(OC)cc2)CC1 (configuration not stated)	8%	-25%	-28%
CCc1cccc(C)c1NC(=O)C1CCN(S(=O)(=O)c2c(C)noc2/C=C/c2c(C)cc(C)cc2C)CC1	7%	?	10µM*
CCOC(=O)Cc1csc(NC(=O)Nc2ccc(Cl)cc2)n1	4%	21µM*	16µM*
COc1ccc(C)cc1-n1cnc2cc(C(=O)NC3CCCC3)ccc21	-1%	?	?
Cc1cnc(C(=O)N2CCN(S(=O)(=O)c3ccc4ccccc4c3)CC2)cn1	-9%	?	-27%
CCCCC(=O)N(C)c1c(CC)nc2c(OCC(=O)N3CCOCC3)cccn12	/	-6%	1%

Structures above that contain sulfur:
SMILES	TDP1 block	DT40 TDP1 CPT	TDP1 cell noCPT
COc1ccccc1/C=C/C(=O)OCC(=O)N1CCN(S(=O)(=O)c2ccc(C)cc2C)CC1	5%	?	?
CCNC(=O)NC(=O)CSc1ccc(S(=O)(=O)N(C)C2CCCCC2)cn1	1%	?	-10%
Cc1nc(-c2ccccc2)sc1C1(C)CC(c2cccc([N+](=O)[O-])c2)=NO1 (configuration not stated)	6%	-2%	1%
Cc1c(CC(=O)Nc2ccc(Cl)cc2)sc2ccc(Cl)cc12	/	?	?
Cc1cc(C)c(NS(=O)(=O)c2cc(-c3onc(C)c3C)ccc2C)c(C)c1	0%	13µM*	8.2µM*
COCCNc1nc(-c2ccc(OC)cc2)c(-c2ccc(OC)cc2)s1	11%	-25%	?
CC1CCCCC1NC(=O)C1CCCN(S(=O)(=O)c2ccc(-n3cnnn3)cc2)C1 (configuration not stated)	11%	2%	-20%
Cc1ccc(-c2csc(C(C)(O)c3ccc(F)c(F)c3)n2)cc1C (configuration not stated)	/	?	-26%
Cc1ccc(C)c(OCCC(=O)N2CCN(S(=O)(=O)c3ccc([N+](=O)[O-])cc3)CC2)c1	3%	?	?
CCCC(c1nnnn1Cc1cccs1)N1CCN(c2ccc(OC)cc2)CC1 (configuration not stated)	8%	-25%	-28%
CCc1cccc(C)c1NC(=O)C1CCN(S(=O)(=O)c2c(C)noc2/C=C/c2c(C)cc(C)cc2C)CC1	7%	?	10µM*
CCOC(=O)Cc1csc(NC(=O)Nc2ccc(Cl)cc2)n1	4%	21µM*	16µM*
Cc1cnc(C(=O)N2CCN(S(=O)(=O)c3ccc4ccccc4c3)CC2)cn1	-9%	?	-27%

More records
SMILES	TDP1 block	DT40 TDP1 CPT	TDP1 cell noCPT
Cc1ccc(C(=O)COC(=O)c2ccccc2N2C(=O)C3C4CCC(C4)C3C2=O)cc1C (configuration not stated)	2%	?	?
O=C1CN(C(=O)COC(=O)COc2ccc3c(c2)CCC3)c2ccccc2N1	4%	-3%	-1%
COCC(=O)N[C@@H]1c2cc(OC)c(OC)cc2C[C@H]1OCc1ccccc1	0%[56.1 µM]	-11%	-17%
COc1cccc(-n2c(C)nn(C)c2=O)c1	2%	6%	-14%
CCOC(=O)c1cc(-c2ccccc2)sc1NC(=O)CC(C)C	-4%	-16%	?
O=C1CC(c2ccccc2)CC(O)=C1C=Nc1ccccc1 (configuration not stated)	-5%	-20%	?
CCOC(=O)c1cnc2ccc(C)cc2c1Nc1ccc(OCc2ccccc2Cl)cc1	/	?	23µM*
CCOc1ccccc1CN1CCC(Oc2cccc(C(=O)NCCOC)c2)CC1	/	-1%	-13%
Cc1ccc(CNC(=O)c2ccc(N3CCCC3=O)cc2)cc1	-1%	-5%	-2%
CCCOc1ccc(C(=O)Nc2ccc(N3CCOCC3)cc2N2CCOCC2)cc1OCC	/	?	21µM*
COc1ccc(CCNC(=O)CSc2cn(CCNC(=O)c3ccccc3F)c3ccccc23)cc1OC	10%	?	?
COc1ccc(OC)c(-c2csc(NC(=O)CSCC(=O)Nc3cc(C)on3)n2)c1	2%	-2%	-20%
Cc1cc(NC(=O)c2cc3ncc(Br)cn3n2)no1	0%	21%	-6%
CC(=O)Nc1ccc(NC(=O)/C=C/c2ccc3c(c2)OCO3)cc1	-1%	-5%	-4%
O=C(CNC(=O)c1ccccc1F)OC(C(=O)Nc1cc(C(F)(F)F)ccc1Cl)c1ccccc1 (configuration not stated)	4%	2%	3%
COc1ccccc1NC1=NCC(=O)N1Cc1ccccc1	1%	1%	3%
COc1ccc(Br)c(C(=O)NC2CCCC2)c1	4%	-15%	4%
CCC(=O)N1c2ccccc2CC1C(=O)NCc1cc(OC)ccc1OC (configuration not stated)	1%	-25%	-14%
O=C(NC(=S)Nc1ccccc1Br)C1CCCCC1	-5%	18µM*	16µM*
COc1ccc(CNn2c(-c3cccc(C)c3)nc3ccccc3c2=O)cc1OC	3%	?	?
COc1ccc(NC(=O)CC(=O)Nc2ccc(OC)cc2)cc1	/	3%	-14%
CCC(=O)OCC(=O)Nc1ccc2c(c1)OCO2	2%	3%	-1%
CC(=O)Oc1ccc(/C=N/NS(=O)(=O)c2ccc(C)cc2)c(OC(C)=O)c1	-9%	-17%	3%
O=C(NCCN1CCOCC1)C(=O)NCC1OCCCN1S(=O)(=O)c1ccc(F)cc1 (configuration not stated)	4%	2%	0%
Cc1nn(-c2ccccc2)c(Cl)c1C(=O)N1CCN(c2ncnc3c2cnn3-c2ccccc2)CC1	7%	3.3µM*	4.1µM*
COc1cc(C(=O)OCC(=O)Nc2cccc(S(=O)(=O)N3CCCC3)c2)ccc1OCC(C)C	/	?	?
O=C(NCc1ccccn1)c1ccc(NS(=O)(=O)c2cccc(Cl)c2)cc1	1%	4%	-3%
Cc1ccccc1NC(=O)COC(=O)c1ccccc1SCC(=O)N1CCCC1	3%	-2%	-20%
CN(C=[N+](C)C)c1cccc2c1C(=O)c1ccccc1C2=O	8%	?	?
CCC(C(=O)NC(C)(C)C)N(C(=O)Cn1nnc(-c2cccs2)n1)c1cnc2ccccc2c1 (configuration not stated)	3%	-12%	-24%
O=C1c2ccccc2NC(c2ccccc2F)N1NS(=O)(=O)c1ccccc1 (configuration not stated)	-2%	14%	-13%
CCc1ccc(N2CCn3c2nc2c3c(=O)n(Cc3cccc(C)c3)c(=O)n2C)cc1	-1%	?	4%
CCCCN1CC[C@H]2C=CC[C@@H](C(=O)Nc3ccc(Cl)cc3Cl)[C@H]2C1=O	/	16µM*	?
O=[N+]([O-])c1ccc(O)c(/C=N/Nc2ccccc2[N+](=O)[O-])c1	/	3.3µM*	18µM*
COCC(=O)N1CCC[C@@]2(CCN(c3ccccc3)C2)C1	/	6%	-9%
COc1ccc(CN(C)C(=O)c2cc(S(=O)(=O)NCc3ccccc3)ccc2C)c(OC)c1	2%	?	?
CC(C)N(C(=O)CSc1nc2ccc(Cl)cc2[nH]1)c1ccccc1	-3%	?	23µM*
COC(=O)[C@@]12C[C@@H](CC(=O)NCCCCc3ccccc3)C(=O)N(Cc3cccc4ccccc34)C1=CCC(C)(C)C2	/	?	21µM*
O=S(=O)(c1ccccc1)c1cnc(-c2cccnc2)nc1-c1ccc(Cl)c(Cl)c1	-2%	?	-23%
CN(Cc1ccccc1Br)C(=O)CN1C(=O)NC2(CCCCCC2)C1=O	2%	?	-14%
CCNC(=O)c1c(O)c2c([nH]c1=O)CCCC2	-1%	-11%	0%
COc1ccc(C/C(C)=N/NC(=S)Nc2ccccc2F)cc1	0%	?	?
CCOc1ccc(NC(=O)Nc2cc(C(=O)O)ccc2N2CC3CC(C2)c2cccc(=O)n2C3)cc1 (configuration not stated)	-3%	-17%	32%
COCCn1c(SCc2nc3ccccc3s2)nc2ccccc21	2%	?	?
COC(=O)[C@@]12C[C@@H](CC(=O)NCCCN3CCCC3=O)C(=O)N(CCc3ccc(OC)c(OC)c3)C1=CCC(C)(C)C2	/	-17%	5%
Cc1ccc(-n2c(=O)cc(N3CC(C)CC(C)C3)[nH]c2=O)cc1 (configuration not stated)	7%	2%	-3%
CCO/C([O-])=N/c1c[n+](N2CCOCC2)no1	-5%	4%	-5%
COC(=O)N1CCC[C@@]2(CCN(c3ccccc3)C2)C1	/	?	?
COc1ccc(Cc2nnc(SCC(=O)N3CCN(c4ccccc4)CC3)o2)cc1	2%	23µM*	23µM*
CC1(C)Cc2c(C#N)c(OCC(=O)c3ccc(Cl)cc3)nc(-c3ccoc3)c2CO1	6%	-15%	0%
Cc1ccc(C)c(NC2=NCC(=O)N2c2ccc3c(c2)OCCO3)c1	-4%	-1%	0%
CCCn1c(N)c(C(=O)CSc2nnc3n2CCCCC3)c(=O)[nH]c1=O	-13%	-2%	7%
Cc1ccc(OCCC(=O)NNC(=O)c2ccncc2)cc1	/	2%	-2%
CCn1c(SCC(=O)N/N=C(\C)c2ccco2)nnc1-c1ccccc1	-5%	-19%	13%
C[C@H]1CN(c2ccc(Br)cc2)C(=O)[C@@H]1CC(=O)Nc1ccccc1	/	?	?
Cc1ccc(NC(=O)c2ccc(N/N=C/c3cccc(O)c3)c([N+](=O)[O-])c2)cc1	1%	9.2µM*	12µM*
O=C(c1cc(COc2ccc(F)cc2Cl)on1)N1C[C@H]2CC[C@H]1C2	0%	?	?
COc1ccc(NC(=O)C2CCC(C(C)(C)C)CC2)cc1S(=O)(=O)N1CCOCC1 (configuration not stated)	-1%	21µM*	?
O=C(CCS(=O)(=O)c1ccc(Br)cc1)N1CCN(c2ccc(F)cc2)CC1	0%	?	16µM*
COC(=O)c1ccccc1NC(=O)N1CCc2c(sc3c2CCCC3)C1c1ccc(F)cc1 (configuration not stated)	6%	-27%	-29%

(listing goes on)
SMILES	TDP1 block	DT40 TDP1 CPT	TDP1 cell noCPT
CCOC(=O)N1CCN(C(=O)CN2C(=O)c3ccccc3S2(=O)=O)CC1	/	2%	0%
O=[N+]([O-])c1cccc(S(=O)(=O)NCCOc2cccc3cccnc23)c1	2%	?	?
O=S(=O)(c1ccc(S(=O)(=O)N2CCCC3(CCCCC3)C2)cc1)N1CCCCC1	5%	?	?
CC(NNC(=O)c1ccccc1)c1ccccc1 (configuration not stated)	-2%	8%	-27%
C1=C(CCNC2=NCCCCC2)CCCC1	-4%	-23%	-29%
CCN(CC)C(=O)c1cn(C)c2ccc(S(=O)(=O)N(CC)CC)cc2c1=O	1%	1%	4%
